From PubChem BioAssay
ABCG2 block: inhibitors of human ABCG2 transporter, ABCB1 counter-screen; Q9UNQ0; actives 0.1% (n = 190,000); inhibition, % at 6.6 µM; IgMXP3 cells, JC-1 efflux, flow cytometry;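 active = inhibition above 80%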;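 note: 0% = DMSO and 100% = nicardipine control wells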
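System: two drug-resistant human cell lines, ABCG2 and ABCB1; controls: nicardipine high and DMSO low controls; times: 10 min exposure at 25 °C with rotation, no wash; detection: flow cytometry of retained JC-1 fluorescence; read-out basis: percent efflux inhibition, scaled nicardipine 100% to DMSO 0%; doses: one concentration, 6.6 µM final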
HRas wt GTP bind: modulators of GTP binding to human HRas wildtype. P01112. GST-Ras wt beads, Bodipy-FL-GTP binding, flow cytometry; actives lie on both sides. GTP binding activity, % at 10 µM. actives 0.14% (n = 190,000);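 active = GTP binding activity at least 20% away from the 100% baseline, either lowered as inhibitor or raised as activator; inconclusive = flagged as likely green fluorescent, judged across all proteins in the well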;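 note: 0% = unlabeled GTP competition control and 100% = no-compound control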
Target sequence (P01112 whole entry, looked up): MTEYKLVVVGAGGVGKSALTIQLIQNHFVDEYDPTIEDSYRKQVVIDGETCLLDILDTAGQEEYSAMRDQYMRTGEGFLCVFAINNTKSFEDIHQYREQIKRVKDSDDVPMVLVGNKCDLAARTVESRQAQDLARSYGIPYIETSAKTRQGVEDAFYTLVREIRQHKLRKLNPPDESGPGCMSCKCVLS
Rab7 wt modul: alters GTP binding to wildtype dog Rab7 | GST-Rab7 beads, fluorescent GTP binding, flow cytometry; actives lie on both sides; untreated = 100%, excess cold GTP = 0% | GTP binding activity (percent of control), % at 10 µM | actives 0.055% (n = 190,000);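 active = fluorescent GTP binding to Rab7 beads changed by at least 20 points from the 100% baseline, either direction, mostly lower; inconclusive = compound itself probably fluorescent, or too few beads counted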;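 note: median green fluorescence of bound Bodipy-FL-GTP per Rab7 bead population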
ABCB1 inh: blocks JC-1 efflux by human ABCB1 transporter; CCRF-Adr cells, flow cytometry; inhibition, % at 6.6 µM; actives 0.067% (n = 190,000); in the data active = inhibition above about 40%;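 note: 0% = vehicle and 100% = reference inhibitor; higher value means more JC-1 retained so stronger ABCB1 efflux block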
Avidin bead fluor: avidin bead compound fluorescence profile; Avidin beads, compound fluorescence 488/530 nm, flow cytometry; hits give high values; fluorescence (KMESF) at 10 µM; actives 0.38% (n = 220,000); in the data active = fluorescence above about 47; note: inactives centre near 10
Cdc42 wt GTP: human Cdc42 wildtype GTP binding change, either direction | percent activity (GTP binding), % at 10 µM | GST-Cdc42 beads, Bodipy-GTP binding, flow cytometry; actives lie on both sides | actives 0.2% (n = 190,000) | AID 761 | P60953;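 active = percent activity GTP binding at least 20 points away from the 100% baseline, either down as inhibitor or up as activator; inconclusive = compound flagged as likely green fluorescent from well-wide comparison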;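 note: median bead fluorescence of bound Bodipy-FL-GTP at 100 nM; 0% = excess unlabeled GTP control and 100% = no compound control; below 100% means less GTP binding so inhibitor and above means activator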
Target sequence (P60953 whole entry, looked up): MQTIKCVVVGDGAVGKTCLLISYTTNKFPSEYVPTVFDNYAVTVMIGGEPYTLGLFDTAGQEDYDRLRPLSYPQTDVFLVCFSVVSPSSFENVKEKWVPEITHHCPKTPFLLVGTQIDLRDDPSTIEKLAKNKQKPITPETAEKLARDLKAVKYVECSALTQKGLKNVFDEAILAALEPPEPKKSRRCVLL
Pf gametocyte: inhibitors of late stage P. falciparum gametocyte viability; P. falciparum stage V gametocytes, ATP luminescence, 24 h; inhibition, % at 10.9 µM; actives 0.065% (n = 150,000);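 active = inhibition above the mean plus 3 SD of compounds within the control limits, set per campaign, cut at about 38% in these data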;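 note: 0% = DMSO wells and 100% = medium only without gametocytes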
Mcl1-Noxa inh: disrupts binding of human Mcl-1 to Noxa peptide. Q07820. TR-FRET Mcl-1/Noxa peptide binding, 2 h. inhibition, % at 21.7 µM. actives 1.5% (n = 220,000);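 active = compounds that cut the protein-peptide binding signal by more than 50% relative to plate controls in a single-dose test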;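 note: His-tagged Mcl-1 with rhodamine Noxa BH3 peptide and terbium anti-His antibody; 0% = Mcl-1 plus Noxa peptide wells and 100% = peptide-only wells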
Target sequence (Q07820 whole entry, looked up): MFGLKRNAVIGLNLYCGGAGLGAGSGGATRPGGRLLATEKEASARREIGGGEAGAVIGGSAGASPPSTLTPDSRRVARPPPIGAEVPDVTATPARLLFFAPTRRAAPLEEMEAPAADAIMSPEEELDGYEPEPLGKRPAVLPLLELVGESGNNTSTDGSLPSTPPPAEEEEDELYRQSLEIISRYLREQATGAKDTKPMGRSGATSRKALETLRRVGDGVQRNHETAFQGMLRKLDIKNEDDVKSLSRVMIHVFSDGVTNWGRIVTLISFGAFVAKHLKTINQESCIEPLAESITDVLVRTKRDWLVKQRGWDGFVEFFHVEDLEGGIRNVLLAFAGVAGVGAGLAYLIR
Rac1 wt modul: modulators of human Rac1 wildtype GTP binding. P63000. GST-Rac1 beads, fluorescent GTP binding, flow cytometry; actives lie on both sides; 0 = cold GTP competed, 100 = untreated. actives 0.27% (n = 190,000). GTP binding activity (% of control), % at 10 µM;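 active = GTP binding activity at least 20 points away from the 100% control level, either lower or higher; inconclusive = compound flagged as likely green fluorescent, judged across all proteins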
Rab2A wt mod: changes GTP binding to wildtype dog Rab2A, up or down | GST-Rab2 wt beads, Bodipy-GTP binding, flow cytometry | GTP binding activity, % at 10 µM | actives 0.19% (n = 190,000);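 active = GTP binding activity at least 20 points away from 100%, either lowered or raised; inconclusive = signal likely due to the compound's own green fluorescence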;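 note: 0% = beads with excess unlabeled GTP and 100% = no-compound control corrected for plate trend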
Rac1 act GTP bind: modulators of GTP binding to human Rac1 activated mutant; percent activity (GTP binding), % at 10 µM; P63000; GST-Rac1 activated beads, fluorescent GTP binding, flow cytometry; actives lie on both sides; 100% means binding = to untreated wells; AID 764; actives 0.11% (n = 190,000);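 active = GTP binding at least 20 percentage points away from the 100% baseline, in either direction, so actives lie on both sides; inconclusive = Compound likely fluorescent itself, or too few beads counted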
* hit, by the source's call; ? = inconclusive; / = not tested or not shown.

SMILES	ABCG2 block	HRas wt GTP bind	Rab7 wt modul	ABCB1 inh	Avidin bead fluor	Cdc42 wt GTP	Pf gametocyte	Mcl1-Noxa inh	Rac1 wt modul	Rab2A wt mod	Rac1 act GTP bind
CC(=O)c1ccc(NC(=O)C(NC(=O)c2ccccc2)=C(C)C)cc1	0.5	101.0	106.0	-0.4	25	94.0	-4.9	5.0	97.0	97.0	94.0
CCNS(=O)(=O)c1ccc(CCC(=O)Nc2ccccc2C(=O)OC)cc1	11.1	98.0	96.0	0.5	15	99.0	-8.9	10.4	99.0	98.0	101.0
CC(C)C12CN3CCN(CC(C3)/C1=N\NC(=O)Nc1ccccc1)C2	3.9	101.0	99.0	0.4	16	98.0	-4.8	-0.7	100.0	104.0	104.0
CCSc1ncnc2sc(C)c(C)c12	0.0	95.0	97.0	0.0	4	101.0	0.1	25.2	100.0	97.0	98.0
CCOC(=O)C/C(C)=N/NC(=O)Nc1ccccc1	2.4	98.0	94.0	0.3	5	99.0	11.4	9.8	103.0	97.0	98.0
CCCOc1ccc(C(=O)N2CCCc3ccccc32)cc1	6.6	97.0	95.0	2.7	19	98.0	10.8	-2.5	97.0	98.0	99.0
O=C(N/N=C/c1ccncc1)/C(=C/c1ccccc1)NC(=O)c1ccccc1	4.5	99.0	101.0	1.1	19	99.0	11.3	-0.3	97.0	99.0	98.0
CCCn1c2c(c(O)c(C(=O)Nc3ccccc3)c1=O)CCCC2	5.3	?	?	0.8	10	?	/	24.8	?	?	?
O=S(=O)(c1ccccc1S(=O)(=O)N1CCCCC1)N1CCCCC1	5.2	100.0	102.0	0.8	9	99.0	/	-21.5	98.0	101.0	97.0
COCCNC(=O)c1onc(CSc2cccc(OC)c2)c1C(=O)O	12.7	100.0	98.0	2.3	8	99.0	-12.7	8.9	100.0	101.0	98.0
COc1ccc(-c2coc3cc4oc(=O)cc(C)c4cc23)cc1F	5.7	?	?	0.6	11	?	9.5	-25.0	?	?	?
Cc1cc(Cl)ccc1NC(=O)NC1CCN(S(=O)(=O)c2ccc(F)cc2)CC1	50.5	97.0	99.0	2.7	13	97.0	/	21.6	99.0	99.0	96.0
O=C(COC(=O)CC(c1ccccc1)c1ccccc1)NCc1ccccc1	1.3	101.0	101.0	0.4	1	103.0	-4.7	-7.5	103.0	100.0	100.0
CCN(C(=O)CSc1nc2ccccc2c(=O)n1C(C)COC)C1CCS(=O)(=O)C1 (stereo unspecified)	0.4	98.0	102.0	0.3	12	96.0	-3.9	12.4	100.0	100.0	97.0
O=C(NC1(C(F)(F)F)NC(=O)N(c2ccc(F)cc2)C1=O)c1cccs1 (stereo unspecified)	5.7	101.0	103.0	1.2	17	101.0	9.3	-2.0	101.0	104.0	101.0
C=CCc1cc(Cl)ccc1OCCCNCCO	0.1	97.0	96.0	0.2	10	99.0	/	6.6	101.0	100.0	97.0
CC(C)CN1CCN(Cc2ccc3ncccc3c2)CC1CCO (stereo unspecified)	2.0	96.0	96.0	2.4	8	101.0	-35.1	5.1	99.0	99.0	94.0
O=C(Nc1ccnc(-c2ccncc2)n1)C1CC1	6.7	101.0	101.0	0.0	11	96.0	/	11.4	103.0	100.0	98.0
O=C(O)c1cc(-c2ccccc2)c(N2CCOCC2)s1	21.5	95.0	94.0	0.8	14	99.0	30.1	15.4	101.0	96.0	97.0
O=C(CNc1ccc(Br)cc1)NNC1=NCCC1	-6.7	107.0	101.0	0.6	12	106.0	-23.1	9.2	108.0	103.0	100.0
Cc1ccc(SCCCn2cnc3ccccc3c2=O)cc1	-0.6	104.0	110.0	-0.1	20	104.0	/	-6.4	102.0	106.0	101.0
COc1cccc(C(=O)C2CCCN(Cc3cccn3-c3cccnc3)C2)c1 (stereo unspecified)	9.7	93.0	93.0	3.4	8	93.0	10.7	8.9	100.0	93.0	93.0
Cc1cccc(/N=C/c2c(O)n(Cc3ccc4c(c3)OCO4)c(=O)c3ccccc23)n1	1.6	101.0	111.0	0.7	12	102.0	4.9	15.4	100.0	105.0	98.0
CN(C)Cc1cc(C(C)(C)C)c(O)c(C(C)(C)C)c1	-0.3	104.0	107.0	-0.1	13	99.0	/	5.3	104.0	105.0	99.0
O=C(Nc1cccnc1)c1cc(-c2ccccc2)on1	12.9	101.0	92.0	0.1	6	105.0	/	-9.3	105.0	102.0	102.0
COc1ccc(-n2ncc3c(N4CCCc5ccccc54)ncnc32)cc1	34.2	95.0	97.0	1.2	7	94.0	/	-2.9	97.0	96.0	94.0
COc1ccc(-c2cc(N)n(S(=O)(=O)c3ccc(F)cc3)n2)cc1OC	0.6	98.0	98.0	0.6	6	99.0	/	10.1	100.0	98.0	98.0
Cc1ccc2c(CC(=O)OC(C)C(=O)Nc3ncc(Cl)cc3Cl)coc2c1 (stereo unspecified)	8.7	100.0	99.0	0.1	5	102.0	-46.8	9.2	99.0	101.0	99.0
Cc1cc2cc(C)c3nnc(SCC(=O)N4CCc5ccccc54)n3c2cc1C	-0.7	100.0	103.0	-0.2	-2	100.0	/	4.6	102.0	100.0	98.0
COc1ccc(Cn2c(=O)[nH]c3cc(C(=O)NCCCN4CCCC4)ccc3c2=O)cc1	0.5	105.0	106.0	0.1	19	102.0	-10.2	-1.2	100.0	103.0	97.0

An excerpt of these results, bar-delimited.
smiles | ABCG2 block | HRas wt GTP bind | Rab7 wt modul | ABCB1 inh | Avidin bead fluor | Cdc42 wt GTP | Pf gametocyte | Mcl1-Noxa inh | Rac1 wt modul | Rab2A wt mod | Rac1 act GTP bind
COc1ccc(-c2coc3cc4oc(=O)cc(C)c4cc23)cc1F | 5.7 | ? | ? | 0.6 | 11 | ? | 9.5 | -25.0 | ? | ? | ?
Cc1cc(Cl)ccc1NC(=O)NC1CCN(S(=O)(=O)c2ccc(F)cc2)CC1 | 50.5 | 97.0 | 99.0 | 2.7 | 13 | 97.0 | / | 21.6 | 99.0 | 99.0 | 96.0

Next section:
SMILES	ABCG2 block	HRas wt GTP bind	Rab7 wt modul	ABCB1 inh	Avidin bead fluor	Cdc42 wt GTP	Pf gametocyte	Mcl1-Noxa inh	Rac1 wt modul	Rab2A wt mod	Rac1 act GTP bind
O=C(COc1ccc(Br)cc1Cl)c1ccc[nH]1	5.8	97.0	94.0	1.4	8	97.0	1.3	14.7	98.0	96.0	92.0
CCOc1cccc2c1OC1(C)CC2NC(=O)N1c1cccc(Cl)c1 (stereo unspecified)	6.7	102.0	102.0	1.8	11	102.0	9.1	24.3	108.0	98.0	101.0
O=C(N1CCOCC1)C12CC3CC(C1)CC(C(=O)N1CCOCC1)(C3)C2	1.7	98.0	97.0	0.7	14	100.0	/	36.6	97.0	97.0	95.0
CCOc1cc(/C=N/Nc2nc(=O)[nH]nc2C)ccc1O	2.2	93.0	92.0	0.0	20	95.0	/	7.8	87.0	91.0	93.0
Cn1c(=O)c2c(nc(SCC(=O)NCc3ccc4c(c3)OCO4)n2Cc2ccc(F)cc2)n(C)c1=O	0.8	99.0	97.0	2.5	/	95.0	18.4	8.8	101.0	100.0	98.0
CS(=O)(=O)Oc1ccc(Br)cc1/C=C1/N=C(c2ccco2)OC1=O	25.6	102.0	101.0	4.3	7	103.0	20.6	-3.1	100.0	104.0	100.0
COc1ccc(OC)c(CNC(=O)Cc2c(C(=O)O)[nH]c3ccccc23)c1	0.8	102.0	105.0	0.4	10	106.0	-2.9	1.0	110.0	104.0	100.0
COc1ccc(C(=O)c2cc([N+](=O)[O-])ccc2N2CCCC2)cc1	20.7	100.0	98.0	8.1	15	99.0	13.6	27.6	103.0	98.0	97.0
COc1ccc(/C=N/N=C2\SCC(=O)N2c2c(C)n(C)n(-c3ccccc3)c2=O)cc1OC	-3.2	101.0	100.0	-0.7	12	106.0	-0.8	-4.4	106.0	100.0	100.0
Cc1cccc(NC(=O)CNC(=O)COc2ccc(-c3ccc(C#N)cc3)cc2)c1C	0.7	98.0	98.0	0.3	4	100.0	-15.2	-3.1	102.0	96.0	101.0
COc1ccccc1CNC(=O)CN(c1cccc([N+](=O)[O-])c1)S(C)(=O)=O	-0.3	95.0	104.0	0.1	8	96.0	-3.4	1.6	94.0	98.0	92.0
O=C(O)CCCNc1c(C(=O)Nc2ccc(Cl)cc2)cc([N+](=O)[O-])cc1[N+](=O)[O-]	1.0	93.0	93.0	0.0	9	91.0	-3.6	7.7	95.0	92.0	92.0
COc1ccc(NC(=O)c2ccc(C(=O)c3ccccc3)o2)cc1	4.7	95.0	95.0	0.5	8	95.0	/	-1.0	96.0	94.0	95.0
Cc1nn(Cc2ccc(F)cc2)c(Cl)c1/C=N/NC(=O)c1ccccc1	1.8	98.0	106.0	0.8	9	99.0	13.3	-11.1	100.0	98.0	94.0

An excerpt of these results, bar-delimited.
smiles | ABCG2 block | HRas wt GTP bind | Rab7 wt modul | ABCB1 inh | Avidin bead fluor | Cdc42 wt GTP | Pf gametocyte | Mcl1-Noxa inh | Rac1 wt modul | Rab2A wt mod | Rac1 act GTP bind
Cc1ccc2c(CC(=O)OC(C)C(=O)Nc3ncc(Cl)cc3Cl)coc2c1 (stereo unspecified) | 8.7 | 100.0 | 99.0 | 0.1 | 5 | 102.0 | -46.8 | 9.2 | 99.0 | 101.0 | 99.0
CN(C)Cc1cc(C(C)(C)C)c(O)c(C(C)(C)C)c1 | -0.3 | 104.0 | 107.0 | -0.1 | 13 | 99.0 | / | 5.3 | 104.0 | 105.0 | 99.0
Cc1cccc(/N=C/c2c(O)n(Cc3ccc4c(c3)OCO4)c(=O)c3ccccc23)n1 | 1.6 | 101.0 | 111.0 | 0.7 | 12 | 102.0 | 4.9 | 15.4 | 100.0 | 105.0 | 98.0
CC(=O)c1ccc(NC(=O)C(NC(=O)c2ccccc2)=C(C)C)cc1 | 0.5 | 101.0 | 106.0 | -0.4 | 25 | 94.0 | -4.9 | 5.0 | 97.0 | 97.0 | 94.0
COc1ccc(Cn2c(=O)[nH]c3cc(C(=O)NCCCN4CCCC4)ccc3c2=O)cc1 | 0.5 | 105.0 | 106.0 | 0.1 | 19 | 102.0 | -10.2 | -1.2 | 100.0 | 103.0 | 97.0
O=C(N/N=C/c1ccncc1)/C(=C/c1ccccc1)NC(=O)c1ccccc1 | 4.5 | 99.0 | 101.0 | 1.1 | 19 | 99.0 | 11.3 | -0.3 | 97.0 | 99.0 | 98.0
O=C(NC1(C(F)(F)F)NC(=O)N(c2ccc(F)cc2)C1=O)c1cccs1 (stereo unspecified) | 5.7 | 101.0 | 103.0 | 1.2 | 17 | 101.0 | 9.3 | -2.0 | 101.0 | 104.0 | 101.0
